Bioassay records deposited in PubChem BioAssay by National Center for Advancing Translational Sciences (NCATS).
A-T KAP1 phos = potential ataxia-telangiectasia treatment; […] A-T fibroblasts, KAP-1 phosphorylation AlphaLISA; neocarzinostatin DNA damage 30 min before lysis; Potency, µM (doses to about 57.5 µM), for inactives: at the top dose activation, most hits filed as activators; 320,000 tested, 0.19% active; AID 485349; also: potency is read from the fitted curve at half-maximal effect; % of control where 0% means no effect; nearly all actives have a fitted effect of over 45% in size
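ATM-like activity read as KAP-1 phosphorylation via AlphaLISA donor/acceptor antibody pairs after lysis and 6 hr at 25C. Cells were ATM-null patient fibroblasts ([…], hTERT), dosed 60 min, then exposed to the DSB inducer NCS for 30 min.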
MBNL1 CUG block = blocks human MBNL1 binding to CUG repeat RNA; 280,000 tested, 0.036% active; TR-FRET MBNL1-His/biotin-(CUG)12 binding, 665/545 ratio; Potency, µM (series often up to 57.5 µM), for the others: at the highest dose activity change, negative = inhibition, actives largely listed as inhibitors; AID 2675; Q9NR56; active = well fitted inhibition curve with a large enough effect in the signal ratio, with a control signal flat, not every such curve was filed as active; inconclusive = small, poorly fitted or top-dose-only effect, or effect the other way, or a change in a side signal; inactive = no such curve, though single readings can be large or run the other way; the % refers to the signal ratio; also: potency is read from the fitted curve at half-maximal effect; % is scaled to controls: 0 for no effect and ±100 for the full control effect
Target sequence (Q9NR56 whole entry, looked up): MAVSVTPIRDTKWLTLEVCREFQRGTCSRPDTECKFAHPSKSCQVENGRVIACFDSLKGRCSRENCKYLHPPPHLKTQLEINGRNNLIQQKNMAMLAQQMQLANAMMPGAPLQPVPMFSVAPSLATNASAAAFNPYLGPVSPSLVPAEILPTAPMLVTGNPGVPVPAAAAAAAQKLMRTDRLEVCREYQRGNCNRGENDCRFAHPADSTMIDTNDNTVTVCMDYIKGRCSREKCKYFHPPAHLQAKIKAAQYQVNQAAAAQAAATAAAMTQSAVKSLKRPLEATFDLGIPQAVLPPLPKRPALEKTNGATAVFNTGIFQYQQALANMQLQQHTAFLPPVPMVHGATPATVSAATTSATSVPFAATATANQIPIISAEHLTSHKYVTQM
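TR-FRET readout: Ex 340 nm, 665/545 nm emission ratio, normalized to buffer-only (basal) and MBNL1-(CUG)12 controls. Complex of MBNL1-His with Biotin-(CUG)12, compounds 92 nM–58 uM, incubated 60 min at room temperature.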
TCR activator = activates T cell receptor signaling; primary human leukocytes, anti-CD3, IL-2 HTRF, 48 h; Potency, µM (top dose mostly 9.22 µM), without a hit: at the highest dose activation of IL-2 secretion, most hits filed as activators; 330,000 tested, under 10 active; also: % of control where 0% means no effect
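Compounds are tested in HTS on primary human leukocytes co-incubated with a-CD3 beads for 48 hr. IL-2 output is measured by time-resolved FRET.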
Mito fusion act = blocks mitochondrial division or promotes mitochondrial fusion | S. cerevisiae fusion-defective mutant growth rescue, CellTiterGlo 48 h | Potency, µM (top dose mostly 46.1 µM), for the others: at the highest dose growth rescue (activation), hits mostly activators | 320,000 tested, 0.23% active | AID 485298;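 also: potency is read from the fitted curve at half-maximal effect; % of control where 0% means no effect; nearly all actives have a fitted effect of over 45% in size; temperature-sensitive fusion mutants such as fzo1-1 at 37 °C on non-fermentable ethanol glycerol medium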
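Yeast fusion mutant, YPEG (non-fermentable carbon), compound, 48 h at 37C non-permissive; CellTiterGlo added, 10 min RT, luminescence read. Rescued growth = division inhibition.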
TSG101-PTAP inh = blocks PTAP/TSG101 interaction to inhibit HIV-1 budding; Q99816; Fluorescence polarization, FITC-PTAP peptide / Tsg101 binding; Potency, µM (series often up to 115 µM), inactives show at the highest dose activity change, negative = inhibition, usual class: inhibitors; 340,000 tested, under 10 active; active = well fitted inhibition curve with a large enough effect in the main read-out, with a control signal flat, not every such curve was filed as active; inconclusive = small, poorly fitted or top-dose-only effect, or effect the other way, or a change in a side signal; inactive = no such curve, though single readings can be large or run the other way; also: potency is read from the fitted curve at half-maximal effect; % of control where 0% means no effect
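FP read-out: FITC-PTAP peptide, 50 nM final, binding Tsg101 binding domain, 10 uM final; 20 min, r.t.; 10 mM HEPES pH 7.5, 0.15 M NaCl, 0.01% Tween 20, 3 mM EDTA, 0.1 mM TCEP.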
Menin MLL FP TR = displaces Texas Red mutant MLL peptide from human menin; Menin + Texas Red MLL mutant peptide, fluorescence polarization; Potency, µM (highest dose often 61.6 µM), inactives show at the highest dose FP activity change, negative = inhibition, hits mostly inhibitors; 270,000 tested, 0.23% active; AID 1768; active = well fitted inhibition curve with a large enough effect in the polarisation, with a control signal flat, not every such curve was filed as active; inconclusive = small, poorly fitted or top-dose-only effect, or effect the other way, or a change in a side signal; inactive = no such curve, though single readings can be large or run the other way; the % refers to the polarisation; also: potency is read from the fitted curve at half-maximal effect; % of control where 0% means no effect; many of its hits are not listed in these tables
ASM inhibitor = inhibitors of human secretory acid sphingomyelinase; P17405; 340,000 tested, 0.006% active; AID 504937; Potency, µM (titrated, usually from 57.5 µM), inactives show at the highest dose activity change, negative = inhibition, actives largely listed as inhibitors; placental ASM, HMU-PC fluorogenic substrate, 60 min; also: potency is read from the fitted curve at half-maximal effect
Target sequence (P17405 47-631 limits assumed): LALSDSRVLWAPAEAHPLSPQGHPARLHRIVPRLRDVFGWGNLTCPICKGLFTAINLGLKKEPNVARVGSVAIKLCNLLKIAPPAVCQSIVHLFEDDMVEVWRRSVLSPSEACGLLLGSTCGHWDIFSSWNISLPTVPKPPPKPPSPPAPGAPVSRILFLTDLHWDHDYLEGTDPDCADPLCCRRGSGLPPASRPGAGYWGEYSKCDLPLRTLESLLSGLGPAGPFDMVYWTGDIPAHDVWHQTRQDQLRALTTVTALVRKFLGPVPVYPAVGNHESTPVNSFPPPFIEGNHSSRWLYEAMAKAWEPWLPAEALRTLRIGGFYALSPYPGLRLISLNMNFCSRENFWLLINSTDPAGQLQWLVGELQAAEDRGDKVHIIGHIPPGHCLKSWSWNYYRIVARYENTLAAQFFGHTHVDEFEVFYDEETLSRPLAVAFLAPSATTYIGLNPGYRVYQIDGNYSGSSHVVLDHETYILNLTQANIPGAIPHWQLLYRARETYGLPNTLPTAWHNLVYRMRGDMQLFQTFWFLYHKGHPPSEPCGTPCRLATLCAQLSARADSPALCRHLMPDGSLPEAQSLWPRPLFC
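Fluorogenic HMU-PC substrate (9 uM final) is turned over by placental ASM in 60 min at 37 C after a 10 min compound preincubation. Reaction ended by alkaline stop (pH 10), with fluorescence read at 386/447 nm.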
Integrin act MD = activates integrin-mediated alleviation for muscular dystrophy; 350,000 tested, 0.064% active; alpha7betagal myoblasts, beta-gal FDG fluorescence, 48 h; Potency, µM (top dose mostly 38.3 µM), inactives show at the top dose activation, hits mostly activators;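 also: potency is read from the fitted curve at half-maximal effect; 100% = response of the positive control SU9516; nearly all actives have a fitted effect of over 60% in size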
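alpha7betagal+/- myoblasts (passage 13, 250/well) treated 48 h at 37C with compounds at 1:260 dilution of DMSO stock. Lysed, then beta-galactosidase activity read as FDG fluorescence (ex 480/em 540) after 30 min, with pre-read for autofluorescence.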
CXXC DNA block = inhibitors of human MLL CXXC domain-DNA interaction; Q03164; MLL-CXXC / FITC-HOXA9 DNA fluorescence polarization; Potency, µM (titrated, usually from 115 µM), for the others: at the top dose activity change, negative = inhibition, usual class: inhibitors; 290,000 tested, 0.037% active; AID 2662; active = well fitted inhibition curve with a large enough effect in the polarisation, with a control signal flat, not every such curve was filed as active; inconclusive = small, poorly fitted or top-dose-only effect, or effect the other way, or a change in a side signal; inactive = no such curve, though single readings can be large or run the other way; the % refers to the polarisation; also: potency is read from the fitted curve at half-maximal effect
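Steps: dispense CXXC domain solution (7 uM) → pin compounds or unlabeled HOX-A9 DNA control → 5 min ambient → add FLSN-HOX-A9 solution (50 nM) → spin → 30 min ambient → fluorescence polarization. Tris pH 7.5/NaCl/DTT/BSA buffer.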
TSHR antag = blocks TSH signaling through the human TSH receptor; P16473; TSHR-expressing cells, TSH-stimulated cAMP HTRF, 2 h; hits give low values; activity change, negative = inhibition, % at 11.5 µM; 330,000 tested, 0.2% active;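 active = activity change below a set negative limit, meaning inhibition stronger than a set level, cut at about -70% in these data; inconclusive = activity change between two set negative limits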; also: % is scaled to controls: 0 for no effect and ±100 for the full control effect
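Competitive HTRF cAMP read-out (cryptate anti-cAMP antibody, cAMP-d2; 30 min, room temperature) in freshly harvested TSHR cells. Compounds added before TSH at EC80 (4nM final), followed by 2 hours' incubation at 37 deg C.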
* hit, by the source's call; ? = inconclusive; . = not tested or not shown; [ ] = another dose, or the depositor's remark. Unless noted, calls follow the shape of the dose curve; as a rule, active = well fitted curve in the direction sought with a large enough effect; inconclusive = small, poorly fitted or top-dose-only effect, or another doubt; inactive = no such curve, though single readings can be large; an effect the other way counts as inactive or inconclusive.

SMILES	A-T KAP1 phos	MBNL1 CUG block	TCR activator	Mito fusion act	TSG101-PTAP inh	Menin MLL FP TR	ASM inhibitor	Integrin act MD	CXXC DNA block	TSHR antag
CC(C)C[C@H]1CN=C(N(C)C)N1CC1CCCC1	-4%	.	-1%	-10%	-2%	.	-2%	-41%	.	-2
O=C(Nc1nccs1)c1ccc(Cl)cc1[N+](=O)[O-]	-6%	?	3%	-6%	-1%	13%	0%	13%	-1%	3
Cc1cccc(N2CCN(Cc3nc(-c4cccc(Oc5ccccc5)c4)oc3C)CC2)n1	0%	12%	-2%	-2%	-1%	-10%	-17%	1%	15%	2
Cc1ccc(-n2[nH]c(C)c(/C=N/NC(=O)c3ccc(O)cc3O)c2=O)cc1	-8%	6%	1%	?	-15%	?	-2%	28%	-7%	-2
CCOc1c(C)cnc2c1c(=O)n(CC(=O)NCC1CCCO1)c(=O)n2C (stereo not drawn)	9%	.	1%	-5%	1%	.	11%	-2%	.	3
C#CC(CC)(CC)NC(=S)Nc1cccc(C(C)=O)c1	-4%	-8%	-2%[46.1 µM]	13%	-2%	-20%	0%	22%	3%	15
COc1ccc(CCC(=O)Nc2cc(S(C)(=O)=O)ccc2Cl)cc1	-7%	3%	.	-5%	.	17%	.	.	1%	-5
Nc1ccccc1SCc1ccccc1Cl	4%	10%	0%	-2%	0%	.	5%	-5%	-4%	-21
C=CCN1C(=O)/C(=C/c2ccccc2)S/C1=N/c1nccs1	5%	-7%	-5%[46.1 µM]	-5%	-2%	?	3%	7%	1%	10
CN1C[C@@H]2C(c3ccc(Cl)nc3)C3(c4ccc(C#N)cc4)CC2(C3)[C@H]1c1ccccc1 (stereo partly drawn)	-3%	-11%	1%	-13%	-1%	9%	1%	-13%	12%	32
O=C(CCS(=O)(=O)c1ccc(Cl)cc1)NC1CCCC1	1%	.	-3%	.	-11%	.	-1%	0%	.	.
C[C@]1(C(=O)O)Cc2oncc2C[C@@H]1C(=O)O	-2%	.	-6%[46.1 µM]	3%	-1%	?	-1%	2%	-1%	27
COc1ccc(C2NC(=O)c3ccccc3O2)cc1 (stereo not drawn)	-9%	6%	-8%	4%	0%	-9%	0%	?	-15%	-3
Cc1nc(C(=O)NC2CC2)sc1C1(C)CC(c2ccccc2)=NO1 (stereo not drawn)	-36%	12%	1%	2%	-4%	.	5%	0%	-18%	7
Cc1ccc(OCC(=O)N2CCN(S(C)(=O)=O)CC2)cc1	0%	-1%	1%	1%	1%	.	1%	4%	-1%	2
O=C(O)c1ccc(-n2cccc2/C=C2/NC(=O)N(c3ccccc3)C2=O)cc1	-6%	?	3%	1%	-7%	.	10%	-17%	-10%	-6
Cc1cc(C)c2cc(C(c3nnnn3C3CCCC3)N3CCOCC3)c(=O)[nH]c2c1 (stereo not drawn)	9%	5%	1%	6%	-5%	8%	5%	?	-15%	18
COc1ccc(OC)c(/C=N/NC(=O)c2ccc(Cn3cc([N+](=O)[O-])cn3)o2)c1	3%	18%	-2%[46.1 µM]	-3%	-2%	13%	151%[activator]	6%	2%	-4
CCN(CC(=O)Nc1ccc2c(c1)OCCO2)C(=O)COc1ccc(C)cc1	2%	4%	-4%	0%	-2%	.	-1%	0%	-5%	2
Cc1ccc(NC(=O)CSc2n[nH]c(C)c2[N+](=O)[O-])cc1C	-5%	9%	-2%[46.1 µM]	1%	-1%	?	.	2%	16%	15
COc1cccc(N2CCN(C(=O)c3[nH]c(C)c(C(C)=O)c3C)CC2)c1	5%	-8%	10%	1%	-8%	-5%	10%	-12%	5%	3
Cc1cc(OCC(=O)Nc2nnc(C3CC3)s2)ccc1[N+](=O)[O-]	2%	3%	5%	-8%	1%	2%	2%	25%	9%	2
CCN(CC)c1ccc(C=O)c(OC)c1	12%	?	2%	9%	-1%	7%	7%	-32%	-7%	26
CC1CCCCC1NC(=O)COC(=O)c1cc(=O)[nH]c2ccccc12 (stereo not drawn)	-5%	.	6%	.	1%	.	19%	-10%	.	-3
CCOC(=O)Cn1c(=NC(=O)c2sc3ccccc3c2Cl)sc2cc(S(N)(=O)=O)ccc21	2%	8%	-17%[46.1 µM]	2%	-2%	?	30%	3%	5%	-4

The list goes on; the last six above are carried over.
SMILES	A-T KAP1 phos	MBNL1 CUG block	TCR activator	Mito fusion act	TSG101-PTAP inh	Menin MLL FP TR	ASM inhibitor	Integrin act MD	CXXC DNA block	TSHR antag
Cc1ccc(NC(=O)CSc2n[nH]c(C)c2[N+](=O)[O-])cc1C	-5%	9%	-2%[46.1 µM]	1%	-1%	?	.	2%	16%	15
COc1cccc(N2CCN(C(=O)c3[nH]c(C)c(C(C)=O)c3C)CC2)c1	5%	-8%	10%	1%	-8%	-5%	10%	-12%	5%	3
Cc1cc(OCC(=O)Nc2nnc(C3CC3)s2)ccc1[N+](=O)[O-]	2%	3%	5%	-8%	1%	2%	2%	25%	9%	2
CCN(CC)c1ccc(C=O)c(OC)c1	12%	?	2%	9%	-1%	7%	7%	-32%	-7%	26
CC1CCCCC1NC(=O)COC(=O)c1cc(=O)[nH]c2ccccc12 (stereo not drawn)	-5%	.	6%	.	1%	.	19%	-10%	.	-3
CCOC(=O)Cn1c(=NC(=O)c2sc3ccccc3c2Cl)sc2cc(S(N)(=O)=O)ccc21	2%	8%	-17%[46.1 µM]	2%	-2%	?	30%	3%	5%	-4
COc1cc(C2C(C#N)=C(N)N(c3cccnc3)C3=C2C(=O)CCC3)ccc1O (stereo not drawn)	.	-14%	.	-10%	-5%	5%	4%	17%	1%	-5
COC(=O)CN1C(=O)[C@H]2[C@@H](/C=C/c3ccccc3)N3C(=O)CN(CCO)C(=O)[C@@]3(Cc3ccccc3)[C@H]2C1=O	-4%	-1%	3%	1%	.	10%	3%	-2%	-6%	-11
CCOC(=O)c1oc2ccccc2c1NC(=O)COC	2%	12%	.	3%	.	-19%	4%	3%	-10%	15
CC(OC(=O)c1cc2sccc2n1C)C(=O)NCc1ccc2c(c1)OCO2 (stereo not drawn)	3%	-9%	2%	21%	0%	?	-2%	-2%	8%	8
O=C(N/N=C/c1ccc[nH]1)c1c[nH]c2ccccc12	9%	?	4%	5%	-7%	20%	-1%	44%	2%	36
O=C1CCCN1Cc1ncnn1-c1ccccc1	0%	2%	-3%[46.1 µM]	0%	1%	14%	2%	23%	9%	5
COc1cccc(OC)c1C(=O)O/N=C(\N)c1ccncc1	-4%	-3%	-1%	5%	0%	.	3%	12%	-6%	4
CNC(=S)N1N=C(c2ccc(C)cc2)CC1c1ccc(OC)cc1 (stereo not drawn)	-3%	42%[activator]	11%	-3%	-4%	15%	-13%	-7%	12%	-7
CCn1c(=S)sc2c(=O)n(CC(=O)Nc3ccccc3)c(C)nc21	2%	7%	-4%	1%	-3%	?	-6%	4%	9%	-14
COc1ccc(C2Nc3ccc(Br)cc3C(c3ccccc3)N2CC(=O)O)cc1 (stereo not drawn)	3%	-5%	5%	-1%	-1%	-2%	3%	9%	5%	-4
COc1cc(C(=O)c2ccccc2Cl)c([N+](=O)[O-])cc1OC	2%	?	3%	10%	-5%	11%	0%	37%	2%	-4
COc1ccc(C)cc1S(=O)(=O)Nc1cccc(-c2ccc(N3CCCCCC3)nn2)c1	-1%	87%[activator]	-6%	2%	-7%	.	-3%	-35%	4%	-9
COC(=O)c1cc2c(n(-c3ccccc3)c1=O)CCCC2=O	.	.	8%	.	-5%	.	0%	-5%	.	.
COc1ccccc1-n1c(-c2cn(C)nc2C)n[nH]c1=S	-3%	13%	0%[46.1 µM]	0%	-1%	-8%	4%	18%	-5%	5
Cc1onc(-c2ccccc2)c1C(=O)NNC(=O)c1ccccc1	8%	.	-23%	-2%	0%	.	6%	0%	.	7

Not all compounds are listed, so the mix of outcomes need not match the whole.
